# p53null 39C kill: selectivity test: cytotoxicity in p53 null cells, nonpermissive temperature. AID 904. Potency, µM (doses to about 46.1 µM), without a hit: at the top dose activity, negative = cell killing, usual class: cytotoxic. H1299 p53-null (neo) cells, 39C, ATPlite viability, 24 h. hit rate 0.97% among 55,000;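 further: 0% = DMSO only and -100% = full killing by 100 µM tamoxifen; nearly all actives have a fitted effect of over 50% in size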
#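 ATP-luminescence viability readout (ATPlite, 20 min RT) after 24 hr compound treatment at 39C of H1299-neo or H1299-p53A138V cells; titration up to 46 uM; normalized to DMSO and 100 uM tamoxifen; Hill-fit AC50.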
# p53null 32C kill: p53 null cell cytotoxicity, permissive temperature; H1299-neo p53 null cells, ATP luminescence, 24 h, 32C; Potency, µM (top dose mostly 46.1 µM), for inactives: at the top dose activity change, negative = cytotoxicity, hits mostly cytotoxic; hit rate 0.62% among 55,000; AID 903;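 further: 0% = DMSO only and -100% = full killing by 100 µM tamoxifen; nearly all actives have a fitted effect of over 55% in size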
#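 H1299-neo (p53-null) cells, 600/well, were pre-incubated overnight at 37C, then exposed to compounds at up to 46 uM for 24 hr at 32C. Viability was measured as ATP content by luminescence, and AC50 values came from Hill fits.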
# * = called active by the depositor; u = inconclusive; [ ] = dose if it differs, or a comment. The call rests on the fitted dose curve; in most records, active means well fitted cell-killing curve with a large enough effect; inconclusive means small, poorly fitted or top-dose-only effect; inactive means no such curve, though single readings can be large or run the other way. Potency means the concentration at half of the fitted maximal effect.
# Preview, 2 compounds:
SMILES,p53null 39C kill,p53null 32C kill
CCOC(=O)c1ccc(NS(=O)(=O)c2ccc3c(c2)oc(=O)n3C)cc1,-0.1%,-19.4%
CCNC(=O)CCSc1nc2cc(Cl)ccc2o1,4.4%,0.4%

# All compounds of this part, from the start:
SMILES,p53null 39C kill,p53null 32C kill
CCOC(=O)c1ccc(NS(=O)(=O)c2ccc3c(c2)oc(=O)n3C)cc1,-0.1%,-19.4%
CCNC(=O)CCSc1nc2cc(Cl)ccc2o1,4.4%,0.4%
COC(=O)c1cn(NC(=O)C2CCCO2)c(=O)c2ccccc12 (stereo unspecified),28.1%,9.3%
CC1(C)Cc2c(C#N)c(N3CCN(C(=O)c4ccco4)CC3)nc(-c3ccco3)c2CS1,-14.1%,1.2%
CC(C)(C)c1cc(N/C=C\c2nnnn2-c2ccc(Br)cc2)no1,14.2%,5.4%
CCOC(=O)N1CCC(NC(=O)c2ccc3c(c2)sc2nc(-c4cccc(OC)c4)cn23)CC1,3.7%,-3.0%
COC(=O)C(C)Sc1nc2c(c(=O)n(C)c(=O)n2C)n1Cc1cccc(C)c1 (stereo unspecified),-5.1%,-7.4%
COC(=O)c1sccc1NC(=O)CCC1CCCCC1,-15.6%,-6.1%
COc1ccc(C2C(C(=O)N3CCN(c4ccccc4)CC3)c3ccccc3C(=O)N2C)cc1 (stereo unspecified),-1.6%,6.6%
N#Cc1ccccc1NC(=O)c1ccc2c(Cl)c3c(nc2c1)CCCC3,22.6%,0.6%
CC(C(=O)NCc1cccnc1)N1C(=O)c2ccccc2C1=O (stereo unspecified),-4.2%,-10.5%
CCOC(=O)N1CCN(C(=O)COc2ccccc2Cl)CC1,7.4%,-4.6%
O=C(COC(=O)c1cc2c(s1)CCCC2)Nc1ccc(Cl)cn1,9.1%,16.4%
O=C(CC1(O)C(=O)Nc2cc(Cl)cc(Cl)c21)c1ccncc1 (stereo unspecified),-5.7%,-2.4%
COc1ccc(C)cc1S(=O)(=O)Nc1ccc(F)c(Cl)c1,-3.4%,-9.1%
O=C(Cn1cc(C(F)(F)F)ccc1=O)N/N=C/c1ccc(Cl)c(Cl)c1,11.7%,0.6%
Cc1ccc(CNC(=O)c2sc3ccc(S(=O)(=O)N4CCCCC4)cc3c2N)cc1,14.3%[1.84 µM],0.8%
N/C(=N\OC(=O)C(c1ccccc1)c1ccccc1)c1ccccn1,8.6%,10.3%
COc1cccc(C(=O)Nc2ccc(F)cc2F)c1,-0.4%,-12.2%
CCOC(=O)c1sc(NC(=O)C2CC2)cc1C,-23.4%,-17.9%
CN1CCN(C(=O)C2(NC(=O)NCc3ccccc3)CCCCC2)CC1,4.1%,-1.7%
CC1(CC(=O)O)C(=O)N=C2C=CC=CN21 (stereo unspecified),14.8%,-2.7%
Nc1ccc2nc(-c3cc(Cl)c(N)c(Cl)c3)[nH]c2c1,u,u
Cc1cc(C)n(-c2nnc(SCC(=O)NC3CCCC3)c3ccccc23)n1,-13.1%,0.2%
CCOC(=O)c1sc(NC(=O)c2cncc(Br)c2)nc1C,-6.1%,-2.6%
CCOC(=O)c1ccc(NC(=O)CN2C(=O)CNC2=O)cc1,11.0%,-2.1%
O=[N+]([O-])c1cccc(/C=N/n2c(C3CCCCC3)n[nH]c2=S)c1,-6.6%,-3.6%
O=S(=O)(c1ccc2ccccc2c1)N1CCC(c2nc(-c3ccncc3)no2)CC1,2.2%,-1.4%
CC(C)CNC(=S)N1CCC(NC(=O)C23CC4CC(CC(C4)C2)C3)CC1,25.3%,1.0%
Cc1ccc(S(=O)(=O)c2nc(-c3ccc(F)cc3)oc2SCC(N)=O)cc1,4.0%,3.4%
Cc1nn(-c2ccccc2)c(C)c1/C=N/n1c(-c2ccc(Cl)cc2)n[nH]c1=S,2.8%[1.84 µM],6.2%
COc1cccc(NC(=O)N2CCN(C(=O)C(Cc3ccc(OC)c(OC)c3)NC(C)=O)CC2)c1 (stereo unspecified),13.4%,1.1%
Cc1cc(NC(=O)CSc2nnnn2Cc2ccccc2)no1,-7.1%,-8.7%
CCOC(=O)C1=C(C)NC(=O)C1CC(=O)Nc1ccccc1 (stereo unspecified),u,-2.8%
O=C(CN(Cc1ccccc1)C1=NCCS1)c1ccccc1,-0.9%[1.84 µM],-6.6%
COc1ccc(C(C)(C)C)cc1NC(=O)COC(=O)c1cc(SC)ccc1Cl,-0.7%,-0.4%
COc1ccc(-c2nnn(CC(=O)N3CCN(c4ccccc4OC)CC3)n2)cc1,0.3%,-8.5%
Cc1cc(OCC(=O)Nc2ccc(S(=O)(=O)N3CCN(C)CC3)cc2)ccc1Cl,-12.5%,-3.2%
O=C(CN1C(=O)c2cccnc2C1=O)c1ccccc1,-10.3%,-19.0%
Cc1ccc(NC2=NCC(=O)N2c2ccc3c(c2)OCCO3)c(C)c1,7.4%,-4.5%
Cc1ccc(-c2nnn(CC(=O)N(Cc3ccc(F)cc3)C(C(=O)NC3CCCC3)c3ccncc3)n2)o1 (stereo unspecified),2.8%,-2.4%
CC(=O)/C(=N\Nc1ccccc1)Oc1ccc([N+](=O)[O-])cc1,-2.1%,5.9%
Cc1ccc(NC(=O)N2CCc3ccccc32)cc1,5.01µM*,5.62µM*
O=c1c(Cl)c(NCCO)ncn1-c1ccccc1,18.4%,-13.0%
Cn1c(CSc2nc3ccccc3s2)nnc1SCC(=O)NCc1ccccn1,-8.9%,-3.9%
COc1ccc(C(=O)Nc2cc(OC)nc(OC)n2)cc1,12.6µM*,11.2µM*
CC(C)N(C)CCOC(=O)c1ccc2c(c1)OCCO2,0.6%,-10.5%
CCOC(=O)N1CCN(c2cc(C)nc3nc(C)nn23)CC1,0.5%,0.2%
CN(C)CCCNC1=CC(=O)OC12CCCCC2,8.4%,6.0%
Cc1ccc2[nH]cc(C(=O)CN3CCC4(CC3)OCCO4)c2c1,3.1%,-13.1%
CCOC(=O)CSc1nc(-c2ccccc2)cc(C(F)(F)F)n1,13.8%,1.1%
CC1(C)CC(=O)C=C(N2CCCC2)C1,8.0%,-9.9%
O=C(NCCCN=C1NS(=O)(=O)c2ccccc21)c1ccco1,19.2%,3.0%
NS(=O)(=O)c1ccc(CCNC(=O)CSc2nc3ccsc3c(=O)n2CC(=O)O)cc1,10.5%,2.9%
Cc1cc(C(=O)N/N=C/c2cc(Br)ccc2OC(=O)c2ccc(Br)cc2)n[nH]1,-9.1%,-7.9%
COc1ccccc1/C=N/Nc1nncc2ccccc12,u,u
Cc1ccc(S(=O)(=O)Oc2ccc(/C=N/NC(=O)c3nn(C)cc3Cl)cc2)cc1,-0.8%,-11.8%
O=C(Nc1ccc(Cl)cc1)OCc1ccccn1,-1.7%,-10.0%
O=C(O)C1CC=CCC1C(=O)Nc1ccc2c(c1)OCCO2 (stereo unspecified),32.2%,4.5%
CCOc1ccc2cc(S(=O)(=O)N3CCN(C)CC3)ccc2c1,-14.9%,-15.3%

# New compounds follow.
SMILES,p53null 39C kill,p53null 32C kill
O=C(NCC(=O)N(Cc1cccs1)C(C(=O)NC1CCCCC1)c1ccncc1)c1ccco1 (stereo unspecified),-9.8%,-3.5%
CN(C)CCNS(=O)(=O)c1ccc(Cl)cc1,9.3%,0.6%
Oc1ccccc1C=NC1=NN(c2cccc(C(F)(F)F)c2)CC1,8.5%,-3.2%
Cc1noc(C(=O)N2CCN(c3ccc(F)cc3)CC2)c1Cl,-10.1%,7.1%
CC1SC(=NC(=O)C(C)N2C(=O)c3ccccc3C2=O)NC1=O (stereo unspecified),-8.6%,-0.7%
COC(=O)C1=C(C)N(c2ccc(Cl)c(Cl)c2)C(=O)C1,-20.2%,-8.5%
COC(=O)c1ccc(NC(=O)C23CC4CC(C2)CC(n2cnc(Cl)n2)(C4)C3)cc1,20.1%,2.4%
CCOc1cc(/C=N/Nc2nc(N3CCCC3)nc(N3CCCC3)n2)ccc1O,-19.1%,1.8%
O=C(C1CCN(c2nnc(-n3cccc3)s2)CC1)N1CCc2ccccc2C1,-1.6%,2.8%
Cn1c(Cn2c(=O)sc3ccccc32)nnc1SCC(=O)Nc1ccc(Cl)cc1,19.1%,1.5%
CCCN1C2CCCC1CC(NC(=O)Nc1ccc(C(C)C)cc1)C2 (stereo unspecified),7.0%,5.9%
CNC(=O)c1[nH]cnc1C(=O)Nc1ccc(C)cc1,-9.5%,-3.5%
Cc1c(C=O)c2ccccc2n1CC(=O)N1CCc2ccccc2C1,1.6%,-0.5%
CCCN1CCN(C(=O)Cn2cccc2C(=O)c2ccccc2)CC1,-5.4%,-14.8%
CCOC(=O)C1CCCN(C(=O)c2cn(CC(C)C)c(=O)c3cc(OC)c(OC)cc23)C1 (stereo unspecified),-3.8%,-5.3%
CC1(C)CC(C)(c2ccc(O)cc2O)N(c2cccc(Cl)c2)C(=S)N1 (stereo unspecified),7.8%,5.1%
CCOC(=O)C1(c2nc(N)cs2)COC(=O)C1 (stereo unspecified),2.1%,-0.1%
CCN(CC)S(=O)(=O)c1ccc(S(=O)(=O)N2CCN(C(=O)c3ccco3)CC2)cc1,14.3%,5.6%
CCC(=O)N1CCN(c2ccc(NC(=S)NC(=O)c3cccc([N+](=O)[O-])c3)cc2)CC1,-9.3%,8.5%
CCOC(=O)N1CCN(C(=O)CCSc2ccc(C)cc2)CC1,17.7%,-4.8%
CCN(CC)CCN1C(=O)c2ccccc2NC1c1ccccc1F (stereo unspecified),-12.9%,-10.5%
CCOC(=O)N1CCN(C(=O)CS(=O)(=O)Cc2nc(-c3ccccc3C)oc2C)CC1,-10.5%,-3.1%
Cc1ccc2nc(N3CCN(Cc4nnnn4C4CCCC4)CC3)c(C#N)cc2c1,12.6%,4.3%
NNC(=O)CN1C(=O)Nc2ccc(Br)cc2C1c1ccccc1 (stereo unspecified),-9.0%,1.2%
O=C(NC1CCCc2ccccc21)c1ccc(CNc2c(N3CCOCC3)c(=O)c2=O)cc1 (stereo unspecified),-0.8%,-4.0%
CC1CC2(CCCCC2)Nc2c1ccc1ccccc21 (stereo unspecified),3.2%,4.1%
CCOC(=O)c1sc2nc3c(cc2c1N)COC(C)(C)C3,3.3%,-19.9%
Clc1cc(Cl)c2nc(N3CCOCC3)sc2c1,-25.7%,-7.5%
O=C(OCn1nnc2ccccc2c1=O)c1cc(-c2ccccc2Cl)nc2ccccc12,5.9%,-5.1%
COc1ccc(OC)c(S(=O)(=O)N2CCC(C(=O)NCCC3=CCCCC3)CC2)c1,1.8%,2.3%
Cn1cc(CNC(=O)C23CC4CC(CC(C4)C2)C3)cn1,-14.8%,3.7%
CCCN1C(=O)SC(CC(=O)Nc2ccccc2C)C1=O (stereo unspecified),6.1%,0.7%
O=C(N/N=C/c1ccccc1O)/C(=C/c1ccccc1)CCO,u,u
O=C1NC(c2ccccc2)=N/C1=C/c1ccco1,30.8%,5.7%
CC(=O)Nc1ccc(S(=O)(=O)N2CCOCC2)cc1,13.7%,10.9%
CCN1C(=O)/C(=C\N(C)C)c2ccccc21,-5.8%,-10.8%
Cn1c(SCC(=O)NC2CCCCC2)nnc1-c1cccc(N)c1,-3.7%,-3.3%
CC(Nc1ccccc1)c1cc(Cl)ccc1O (stereo unspecified),-5.8%,2.0%
CCOc1ccc(N(C(C)=O)c2nc(C)cc(C)c2C#N)cc1,-0.4%,2.7%
CCOC(=O)c1cc2cc(OC)ccc2nc1C,-6.0%,-2.4%

# 3 entries drawn at random from the list so far:
SMILES,p53null 39C kill,p53null 32C kill
N#Cc1ccccc1NC(=O)c1ccc2c(Cl)c3c(nc2c1)CCCC3,22.6%,0.6%
Cc1ccc(-c2nnn(CC(=O)N(Cc3ccc(F)cc3)C(C(=O)NC3CCCC3)c3ccncc3)n2)o1 (stereo unspecified),2.8%,-2.4%
CCC(=O)N1CCN(c2ccc(NC(=S)NC(=O)c3cccc([N+](=O)[O-])c3)cc2)CC1,-9.3%,8.5%

# (next part)
SMILES,p53null 39C kill,p53null 32C kill
O=C(Nc1cccc(Cl)c1)Nc1cccc(Cl)c1,5.6%,-6.3%
CC(C)(C)c1cc(C(=O)Nc2cccc3ccccc23)ccn1,-5.2%,-5.6%
CC1=C(C(=O)NC(C)C)C2(CCC(C)CC2)OC1=O (stereo unspecified),0.7%,-1.8%
O=C(CSc1ccc2nnc(-c3cccnc3)n2n1)NCC1CCCO1 (stereo unspecified),10.4%,1.6%
Cc1cccnc1NC(=O)COc1ccc2oc3c(c2c1)CCCC3,-11.4%,-8.4%
CCOC(=O)CSc1nnc(CNc2cccc(Cl)c2)n1C,3.0%,-10.3%
Cc1nn(-c2ccccc2)c(C)c1C1C(C#N)=C(N)Oc2n[nH]c(C)c21 (stereo unspecified),9.8%,3.1%
COc1ccc(NC2CC(=O)N(CCc3ccccc3)C2=O)cc1 (stereo unspecified),-0.7%,-4.2%
O=C1CC(O)(c2ccccc2)C(c2ccccc2)=C1c1ccccc1 (stereo unspecified),-13.6%,-12.0%
Cc1cc(C(=O)Nc2cccnc2)no1,0.0%,-0.7%
Cn1c(-c2ccccc2O)cc2ccccc21,1.5%,-9.4%

# The list is partial, so the mix of outcomes need not match the whole.
